Hsp70 displacement = small molecules displacing fluorescent ligand from Hsp70 – biochemical, fluorescence polarization, primary screen (AID 583); Hsp70 fluorescence polarization probe displacement, mP; higher % means a stronger effect; one-dose displacement, % at 20 µM; IC50 in µM for titrated hits; hit rate 0.06% among 140,000; in the data active means displacement above about 50%;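 further: plate controls were vehicle for no effect and reference ligand for full effect; a part of the inactive calls stands beside numbers as strong as those of hits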
Rat MKP-3 inhibitors = MKP-3 phosphatase inhibitors, primary screen, biochemical, rat enzyme, in vitro (AID 425) | recombinant MKP-3 phosphatase activity, fluorescence; higher % means a stronger effect | inhibition, % at 20 µM, or IC50 in µM where a hit was titrated | hit rate 0.17% among 110,000; in the data active means inhibition above about 50%;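 further: plate controls were vehicle for no effect and reference inhibitor for full effect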
The depositor's hits bear a star; · = no result given; & = joins results of further samples. Not all compounds are listed; count on the stated rates, not on these rows.

SMILES	Hsp70 displacement	Rat MKP-3 inhibitors
N#Cc1c(NC(=O)C2CC2)sc2c1CCCCC2	5.2%	0.5%
CC1=C(C(=O)Nc2ccc(Br)cc2)C(c2ccc(F)cc2)NC(=S)N1 (configuration not stated)	1.6%	5.2%
CC(C)c1ccc(/C=C(\NC(=O)c2ccccc2)C(=O)NC2CCS(=O)(=O)C2)cc1 (configuration not stated)	-0.4%	2.4%
CCOCCCNC(=O)CN1C(=O)C(CC)Oc2ccccc21 (configuration not stated)	-2.3%	-9.2%
CC(=O)N1CCN=C1SCc1ccccc1	0.2%	-8.5%
c1ccc2sc(SN3CCOCC3)nc2c1	4.9%	-2.7%
CCN(CCN)c1ccc2c(=O)[nH][nH]c(=O)c2c1	-1.7%	2.3%
CC(NC(=O)c1ccccc1)c1ccc(Cl)c(Cl)c1 (configuration not stated)	4.6%	1.1%
O=C(NCCc1ccccc1)C1C(c2ccccc2)=C1c1ccccc1	2.7%	3.2%
Cc1cccc(C)c1NC(=O)N1CCN(c2nc3ccccc3s2)CC1	5.3%	·
Clc1ccc(-c2nnn(Cc3nc4ccccc4s3)n2)cc1	-0.4%	13.5%
Cn1c(SCC(=O)NC(C)(C)C)nnc1-c1cccc(NC(=O)c2ccccc2F)c1	-1.7%	·
O=c1[nH]c(=O)n(-c2ccccc2Cl)c(O)c1C=C1C=CC=N1	2.1%	3.3%
O=S(=O)(c1ccc2c(c1)Cc1ccccc1-2)N1CCCCC1	-3.0%	-0.6%
CCOC(=O)C1CCCN(C(=O)c2cc(Cl)ccc2Cl)C1 (configuration not stated)	-0.5%	-2.9%
O=C(Nc1cc(C(=O)N2CCCC2)ccc1N1CCCC1)c1ccccc1	-1.9%	3.9%
CCC(C)Nc1nc2c(c(=O)n(C)c(=O)n2C)n1Cc1ccc(F)cc1 (configuration not stated)	3.1%	-9.1%
CCSC1=C(C#N)C(c2cccc(O)c2)CC(=O)N1 (configuration not stated)	-2.0%	3.2%
Cc1nnc(SCC(=O)Nc2ccc3c(c2)COC3=O)n1-c1ccccc1	-0.4%	-10.3%
COc1cc(C(=O)Nc2ccc(S(=O)(=O)N3CCCCC3C)cc2)cc(OC)c1OC (configuration not stated)	1.4%	-8.7%
Cc1c(NC(=O)C2CCCN2C(=O)c2cccs2)c(=O)n(-c2ccccc2)n1C (configuration not stated)	-4.4%	-2.9%
O=C(NCc1cccnc1)C(c1ccccc1)c1ccccc1	9.7%	-2.3%
O=C(/C=C/c1cc(Br)cs1)Nc1ccccc1[N+](=O)[O-]	1.9%	1.1%
Cc1cc(NC(=O)C2=C(O)c3ccccc3S(=O)(=O)N2C)no1	0.6%	-13.0%
COc1cc(CN2CCN(Cc3ccc(Cl)cc3)CC2)cc(OC)c1O	2.6%	0.1%

(listing goes on)
SMILES	Hsp70 displacement	Rat MKP-3 inhibitors
CCCOC1(NC(=O)c2ccccc2)C(C)=CC(=O)C=C1C	2.7%	0.2%
CC(=O)Nc1c(O)nc(SCC(=O)Nc2c(C)cccc2C)[nH]c1=O	-1.6%	·
O=C(COc1ccc(Br)cc1)Nc1ccc(OC(F)(F)F)cc1	1.9%	4.1%
CCOc1cc2[nH]c(=S)n(CCCCC(=O)NCc3ccco3)c(=O)c2cc1OCC	7.0%	4.8%
O=C(c1cc2nc(-c3ccccc3)cc(-c3ccccc3)n2n1)N1CCCC1	-2.9%	1.1%
CCCCN(CCCC)S(=O)(=O)c1ccc(SCC(=O)OCC)c([N+](=O)[O-])c1	-1.4%	·
Cc1noc(NS(=O)(=O)c2ccc(N3CC(O)=C(c4ccccc4)C3=N)cc2)c1C	1.1%	-11.2%
Cn1c(OCc2cccnc2)nc2c1c(=O)n(Cc1ccccc1)c(=O)n2C	-0.5%	-8.4%
O=C(O)/C=C/c1cccc(/C=C/C(=O)O)c1	-1.1%	2.5%
Cn1c(CNC(=O)Nc2ccccc2Cl)nnc1SCc1ccccc1	1.7%	0.9%
COc1ccc(C2=NOC(C(=O)Nc3cc(Br)ccc3O)C2)cc1OC (configuration not stated)	-1.6%	-5.0%
Cn1c(SCC(=O)NCc2ccccc2)nc2ccccc21	-2.9%	0.7%
CN1CCN(C(=O)c2ccc(CS(=O)(=O)c3c(Cl)cccc3Cl)o2)CC1	1.3%	2.4%
COc1cc(C(=O)n2nnc3ccccc32)c([N+](=O)[O-])cc1OC	-0.7%	2.4%
COC(CCN(C)C)(c1ccccc1)c1ccccc1	2.4%	-2.5%
CSC1=N/C(=C\c2ccc(Br)o2)C(=O)S1	-5.8%	·
Cc1cc(NCCCN(C)C)n2c(nc3ccccc32)c1C#N	-1.1%	1.1%
O=C(C1CCC1)N1CCc2cc(S(=O)(=O)NC3CCCc4ccccc43)ccc21 (configuration not stated)	0.5%	·
COc1ccc(CCNc2nc(C)cc(=O)[nH]2)cc1OC	4.3%	·
COc1ccc(C2CCCN2C(=O)c2cccs2)cc1 (configuration not stated)	10.9%	0.3%
O=S(=O)(c1cccc(-c2nc3ccccc3s2)c1)N1CCCC1	0.3%	-4.1%
COc1ccccc1NC(=O)c1ccccc1NC(=O)c1ccccc1Cl	2.9%	3.2%
Cc1ccc2[nH]c(=O)c(C(=O)/C=C\c3ccc(Br)cc3)c(-c3ccccc3)c2c1	0.8%	20.7%
O=C(COc1ccccc1)Nc1nc2ccccc2s1	-1.4%	-0.9%
Cc1ccc(NC(=O)CS(=O)CC(=O)Nc2cccc(C)c2C)cc1F (configuration not stated)	5.3%	-7.9%

Next results follow:
SMILES	Hsp70 displacement	Rat MKP-3 inhibitors
CCn1c(CSc2nc3ccccc3s2)n[nH]c1=S	4.5%	·
COC(=O)C1CCN(C(=O)C(C)Oc2ccc(Cl)cc2Cl)CC1 (configuration not stated)	2.3%	-9.4%
CCC(Sc1nnc(C)s1)C(=O)Nc1nccs1 (configuration not stated)	-0.5%	-9.2%
COc1ccc(Nc2oc(COc3ccc(OC)cc3)nc2C#N)cc1	3.1%	·
Cc1cc(-c2c(C)n([O-])c(C)c(C)[n+]2=O)ccc1F	11.1%	-0.4%
O=C(Nc1nc(-c2ccccn2)cs1)C1CC1	-4.0%	-2.6%
COc1ccc(C(=O)C2CCN(C(=O)c3ccc(C)cc3)CC2)cc1	-2.1%	·
Cc1cc(=O)oc(C)c1C(=O)OCC(=O)c1ccccc1	5.0%	-4.0%
CC1(C)CC(=O)C=C(NC2CCCCCCC2)C1	16.9%	·
COc1cc(C(=O)Nc2nc(C(C)(C)C)cs2)cc(OC)c1OC	2.5%	1.2%
CN(C)c1ccc(/C=C/C(=O)c2c(-c3ccccc3)c3cc(Cl)ccc3[nH]c2=O)cc1	-13.0%	3.1%
CN1CCN(Cc2nc(N)nc(Nc3ccc4c(c3)OCCO4)n2)CC1	-2.2%	-3.3%
C=CCn1c(=O)/c(=C2/SC(C)=C(C)N2CC)s/c1=C1/C(=O)N(C)C(=S)N1c1ccccc1	-3.2%	·
O=c1oc2ccccc2c(Nc2ccccc2)c1[N+](=O)[O-]	0.4%	·
CCOC(=O)C1=C(Cn2ccc(C(F)(F)F)n2)NC(=O)NC1c1ccc2c(c1)OCO2 (configuration not stated)	5.2%	5.7%
Cc1ccccc1-n1c(N)c(C#N)c2nc3ccccc3nc21	-15.1%	-0.7%
COc1cc(CN2CCC(C(=O)N3CCCC(C)C3)CC2)cc(Br)c1O (configuration not stated)	-1.4%	-4.2%
CC1CCc2c(sc(NC(=O)CCN3C(=O)c4ccccc4C3=O)c2C(N)=O)C1 (configuration not stated)	-1.7%	2.2%
COc1ccc(C(=O)NCc2cn3ccccc3n2)cc1	8.5%	5.8%
Cc1[nH]n(-c2ccccc2)c(=O)c1/C=N/c1ccccn1	3.0%	-1.6%
COc1ccccc1C(=O)NCCn1cc(SCC(=O)Nc2cc(C)on2)c2ccccc21	-1.1%	·
O=C(c1ccccc1)C(Sc1ncn[nH]1)c1ccccc1 (configuration not stated)	-2.5%&1.8%	-2.6%&-2.0%
Cc1ccc(-c2ncnn2-c2ccc(Cl)cc2)cc1	2.9%	2.8%
O=C(/C=C\Nc1ccccc1[N+](=O)[O-])c1ccc2c(c1)OCO2	0.9%	-4.9%
O=C(Cc1ccccc1)Nc1ccc(C(=O)Nc2nccs2)cc1	0.3%	-2.0%

Continuation.
SMILES	Hsp70 displacement	Rat MKP-3 inhibitors
N=c1c(C(=O)NCc2ccco2)cc2c(=O)n3ccccc3nc2n1CCc1ccccc1	6.6%	-9.0%
CCn1c(=O)n(CC)c2cc(S(=O)(=O)N3CCC(c4ccccc4)CC3)ccc21	-0.5%	-5.4%
Cc1cc(Cl)ccc1OCC(=O)NC1CC(C)(C)NC(C)(C)C1	-5.7%	1.9%
CCOC(=O)N1CCN(Cc2nc(-c3ccc(Cl)cc3)no2)CC1	-3.3%	·
COCCN1C(=O)C(=O)/C(=C(/O)c2ccccc2)C1c1ccc(OC)cc1 (configuration not stated)	0.9%	3.0%
Cc1ccc(-c2c(C)n([O-])c3c([n+]2=O)CCCC3)o1	3.1%	·
COc1cccc(/C=C2\SC(N3CCCC3)=NC2=O)c1OC	-3.2%	1.0%
CSCCC1NC2(C(=O)Nc3c(Cl)cccc32)[C@@H]2C(=O)N(C3CCCC3)C(=O)[C@H]12 (some centres not stated)	-3.2%	-15.1%
CCN1C(=O)/C(=C\c2ccc(OS(=O)(=O)c3ccccc3[N+](=O)[O-])c(OC)c2)SC1=S	1.0%	1.6%
O=C(Nc1ccccc1N1CCN(c2ccccc2)CC1)C12CC3CC(CC(C3)C1)C2	7.2%	·
O=S(=O)(c1ccc(OCC(O)CN2CCN(c3ccccc3)CC2)cc1)N1CCOCC1 (configuration not stated)	-4.0%	1.2%
COc1ccc(Cl)cc1C(=O)NC(C)c1ccccc1 (configuration not stated)	1.2%	2.0%
Cc1c(C(=O)NN2CCOCC2)cccc1[N+](=O)[O-]	-0.1%	-1.0%
Cc1ccc(CN2CCN(C3CCCC3)CC2)cc1	0.7%	3.9%
CCOC(=O)N1CCC(NC(=O)c2cc(S(=O)(=O)N3CCOCC3)ccc2F)CC1	-2.2%	1.4%
Cc1[nH]c(=O)[nH]c(=O)c1S(=O)(=O)N1CCCC(C(=O)N2CCC(Cc3ccccc3)CC2)C1 (configuration not stated)	5.3%	-5.6%
CC(C)n1c(C(=O)OCC(=O)NCc2ccc3c(c2)OCO3)cc2occc21	0.9%	-7.1%
CC(C)(C)c1cc(C(=O)N/N=C/c2cc(C(C)(C)C)c(O)c(C(C)(C)C)c2)n[nH]1	0.8%	-0.9%
CC(C)(C)c1cnnn1-c1ccc(NC(=O)c2ccc(Br)o2)cc1	7.7%	-0.4%
CN1C(=O)C(=Cc2ccc(-c3ccc(Cl)c(C(=O)O)c3)o2)C(=O)N(C)C1=O	-3.2%	0.1%
Cc1ccc(C(=O)Nc2c(C(C)C)cccc2C(C)C)cc1[N+](=O)[O-]	-4.0%	3.0%
CCOc1cc(-c2nc3ccccc3c(=O)[nH]2)cc(Br)c1O	-2.9%	5.7%
COc1ccc(NC(=O)CN2CCC3(O)CCCCC3C2c2ccccc2OC)cc1 (configuration not stated)	9.3%	1.4%
O=c1c(-c2ccnn2-c2cccc(Cl)c2)cnc2n1CCS2	11.1%	·
CCCN1C(=O)c2ccccc2NC1c1ccc(OC)cc1O (configuration not stated)	0.3%	5.1%

(next part)
SMILES	Hsp70 displacement	Rat MKP-3 inhibitors
Cn1c(=O)c2c(nc(SCC(=O)N3CCc4ccccc43)n2Cc2ccc(F)cc2)n(C)c1=O	-6.9%	·
N=c1nc(N)nc2n1NC(c1ccc(Cl)cc1)=CS2	-1.3%	1.9%
CCOC(=O)C1CCCN(C(=O)c2ccc3c(=O)n(CCOC)c(=S)[nH]c3c2)C1 (configuration not stated)	0.6%	-8.8%
Cc1ccc(-c2cc(C(=O)N/N=C/C=C/c3ccccc3)[nH]n2)cc1	-2.5%	3.2%
Cc1nc(SC(C(=O)c2ccccc2)c2ccccc2)n[nH]1 (configuration not stated)	-3.4%	·
CC(=O)c1ccc(N(C)C)c2c(N(C)C)cccc12	4.6%	-3.7%
CCOC(=O)C1CCN(C(=O)CCn2c(=O)[nH]c3ccccc3c2=O)CC1	5.7%	-7.1%
Cc1cccc(C)c1NC(=O)C1(N2CCN(C(=O)c3ccco3)CC2)CCCCC1	3.6%	-0.4%
CCOP(=O)(O)c1ccccc1OCCOCCOc1ccccc1P(=O)(O)OCC	1.9%	·
COc1ccc(N2CCN(CC(=O)Nc3nnc(-c4ccccc4)s3)CC2)cc1	2.0%	-3.2%
O=C(c1cccs1)N1CCN(C2CCCCC2)CC1	7.1%	0.9%
COC(=O)c1c(NC(C)=O)sc2c1CCCC2	-6.9%	-8.0%
